dFosB activator: activators of delta FosB homodimer, primary screen, biochemical, fluorescence polarization, TAMRA-CDK5 oligo, single point; Protein FosB (Mus musculus), P13346; purified delta FosB; percent of positive-control signal above neutral wells; activation, % at 25 µM; hit rate 0.99% among 340,000; AID 493131, 2011;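 active means mean activation above about 17%, with every replicate also reaching it, limit read from the data, passing the limit was not always enough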;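 further: fluorescence polarization rise as delta FosB binds a TAMRA Cdk5 AP-1 oligo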
Target sequence (P13346 whole entry, looked up): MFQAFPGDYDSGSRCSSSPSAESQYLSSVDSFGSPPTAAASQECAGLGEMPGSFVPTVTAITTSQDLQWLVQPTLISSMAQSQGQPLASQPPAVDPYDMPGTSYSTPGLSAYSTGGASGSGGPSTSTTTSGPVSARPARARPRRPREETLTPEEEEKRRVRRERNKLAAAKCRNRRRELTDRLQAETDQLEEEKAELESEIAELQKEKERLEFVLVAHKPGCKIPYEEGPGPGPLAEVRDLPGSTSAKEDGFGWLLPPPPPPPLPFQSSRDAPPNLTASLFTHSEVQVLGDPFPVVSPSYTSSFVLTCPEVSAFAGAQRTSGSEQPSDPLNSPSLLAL
HTR5A ag ctr: HTR5A agonists in luminescence cell assay, primary screen, counter-screen for OPRM1-OPRD1 heterodimer agonist project, full-deck HTS. 5-hydroxytryptamine receptor 5A (Homo sapiens), P47898. cell-based. activation, % at 9.3 µM. hit rate 0.61% among 340,000; in the data active means activation mostly above about 9.5%, no sharp cut-off; inactive means mostly below about 7.6%;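 further: 0% = cells with vehicle only and 100% = reference agonist; strong numbers were not always called active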
NSD2 inh: NSD2 histone methyltransferase inhibitors, primary screen, biochemical, AlphaScreen, single concentration, set 2. inhibition, % at 12.5 µM. hit rate 0.54% among 310,000. Histone-lysine N-methyltransferase NSD2 (Homo sapiens), O96028. NSD2 peptide methylation, 120 min; in the data active means inhibition above about 50%
HTR5A inv ag: HTR5A inverse agonists in luminescence cell assay, primary screen, counter-screen for OPRM1-OPRD1 heterodimer inverse agonist project, full-deck HTS; 5-hydroxytryptamine receptor 5A (Homo sapiens), P47898; AID 504634, 2011; HTR5A cell line, inverse agonism; inhibition, % at 9.3 µM; hit rate 0.083% among 340,000; in the data active means inhibition mostly above about 23%, no sharp cut-off; inactive means mostly below about 18%;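 further: 0% = cells with DMSO and 100% = no-cell wells with DMSO; some compounds called inactive have numbers as strong as hits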
MITF act: activators of MITF-driven TRPM1 promoter reporter, primary screen, cell-based, SK-MEL-5, luciferase, single point; SK-MEL-5 TRPM1-promoter luciferase, 24 h; % of positive control, neutral wells = 0; activation, % at 12.5 µM; hit rate 0.75% among 300,000;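 active means mean activation of at least 80% with every replicate also reaching 80%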;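 further: 0% = neutral control wells and 100% = parthenolide positive control wells; values of inactives mirror those of a sister screen read the other way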
CDK5 inh: inhibitors of human CDK5/p35 kinase, primary screen, biochemical, single concentration. Recombinant CDK5/p35, ADP-Glo luminescence, 60 min. inhibition, % at 10 µM. hit rate 0.01% among 330,000;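 active means highest replicate inhibition of at least 50% and at least 75% of replicates reaching 50%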;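 further: plate controls were DMSO neutral control for no effect and GW8510 at 10 µM for full effect; many of its hits are not listed in these tables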
Wnt act: Wnt/beta-catenin pathway activators, primary screen, cell-based, plate reader, single point; Wnt/beta-catenin reporter cell assay, activator; activation, % at 9.35 µM; hit rate 1.2% among 300,000; in the data active means activation above about 30%, passing the limit was not always enough;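 further: 0% = neutral control wells and 100% = positive control wells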
PvdQ acylase: P. aeruginosa PvdQ acylase inhibitors, primary screen, biochemical, fluorescence, plate reader and imaging, single point; purified PvdQ acylase; inhibition, % at 10 µM; hit rate 0.063% among 340,000; AID 488965, 2010; in the data active means inhibition above about 30%, passing the limit was not always enough;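 further: 0% = vehicle neutral wells and 100% = reference inhibitor wells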
SR-BI HDL uptake: inhibitors of SR-BI mediated HDL lipid uptake, primary screen, ldlA[mSR-BI] cells, fluorescence, single point. ldlA[mSR-BI] CHO cells, DiI-HDL uptake fluorescence, 3 h. inhibition, % at 12.5 µM. hit rate 0.96% among 320,000. AID 488896, 2010;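 active means mean replicate inhibition of at least 70% and a set share of replicates each scoring 70 or more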;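 further: 0% = median of neutral control wells and 100% = median of positive control wells; values of inactives mirror those of a sister screen read the other way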
Target sequence (Q61009 whole entry, looked up): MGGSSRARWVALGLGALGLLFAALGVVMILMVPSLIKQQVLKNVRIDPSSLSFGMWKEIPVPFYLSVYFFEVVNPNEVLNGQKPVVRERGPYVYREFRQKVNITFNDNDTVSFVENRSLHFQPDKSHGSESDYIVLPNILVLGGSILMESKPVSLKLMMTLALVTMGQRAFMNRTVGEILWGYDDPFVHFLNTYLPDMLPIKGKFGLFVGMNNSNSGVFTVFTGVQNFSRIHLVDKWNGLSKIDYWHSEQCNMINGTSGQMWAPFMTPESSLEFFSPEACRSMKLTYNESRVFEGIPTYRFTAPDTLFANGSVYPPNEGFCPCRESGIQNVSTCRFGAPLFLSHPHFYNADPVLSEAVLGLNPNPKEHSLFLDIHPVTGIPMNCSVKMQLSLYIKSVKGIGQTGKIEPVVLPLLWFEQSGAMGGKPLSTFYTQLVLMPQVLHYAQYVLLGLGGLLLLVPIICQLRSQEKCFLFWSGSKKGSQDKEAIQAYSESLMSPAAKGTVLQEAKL
V-ATPase pHluor: regulators of yeast V-ATPase proton pumping, primary screen, pHLuorin cytosolic pH fluorescence; S. cerevisiae; response, % at 10 µM; hit rate 0.37% among 350,000; AID 504577, 2011; in the data active means response mostly above about 7.3%, no sharp cut-off; inactive means mostly below about 5.4%; further: actives read high; inactives centre near 0; some compounds called inactive have numbers as strong as hits; reference of the scale not given here
Active calls of the source: *; nt = not tested or not shown.

#	Structure	SR-BI HDL uptake	HTR5A ag ctr	MITF act	HTR5A inv ag	Wnt act	dFosB activator	NSD2 inh	CDK5 inh	PvdQ acylase	V-ATPase pHluor
1	COc1ccc(CCNC(=O)C(=O)NCCOc2ccccc2Cl)cc1OC	-8.4	-4.3	-4.2	-19.5	-8.6	3.8	-6.4	-0.5	-8.3	1.1
2	COc1ccccc1-c1sc2cc3c(cc2c1-c1ccc(OCCN2CCCCC2)cc1)OCO3	2.4	8.2	-0.9	3.3	-8.3	0.6	nt	-3.0	7.0	9.1
3	COc1cccc(-c2csc(N3CCN(CC(=O)Nc4ccc5c(c4)OCO5)CC3)n2)c1	51.7	2.2	0.1	-17.5	-2.8	-5.0	nt	-1.0	9.8	-3.2
4	CCOC(=O)c1c(C)n(C)c2ccc(O)c(CN3CCC(C)CC3)c12	1.3	2.6	-12.3	-21.6	nt	-3.8	3.9	2.6	1.6	-1.3
5	COc1ccc(-c2ccc3c(c2)S(=O)(=O)c2cccc(C(=O)N4CCN(C5CCCCC5)CC4)c2C3=O)cc1OC	64.2	9.1	10.1	-26.6	-4.2	-14.3	nt	-2.9	-10.3	-0.7
6	CCN(CC)C(=O)CSc1nc(N)c(C#N)c(-c2cccs2)c1C#N	3.0	-5.5	-7.2	13.0	6.8	4.6	-2.0	-2.0	-9.7	1.3
7	CCN(CC)S(=O)(=O)c1ccc2c(c1)nc(SCC(=O)N1CCOCC1)n2-c1ccccc1OC	17.1	-4.5	nt	-7.1	nt	-7.6	-0.8	0.4	-0.5	-1.5
8	CCN(CC)c1ccc(NC(=O)c2ccccc2OCC(=O)OC)cc1	15.1	7.5	-9.1	-21.4	0.2	-13.6	11.0	-1.9	-7.2	4.0
9	O=C(CSc1ccc(Cl)cc1)NC(=O)c1ccccc1	-23.6	2.1	1.8	-5.3	-0.5	6.9	-1.0	0.9	1.8	0.7
10	CC(COc1ccccc1)N1CCC(CO)(CCc2ccccc2)CC1 (centres undefined)	23.8	2.2	-1.1	-5.7	-0.1	-13.0	-0.9	-1.9	-10.9	5.4
11	CCCc1ccc(S(=O)(=O)N(C)S(=O)(=O)c2ccc(F)cc2)cc1	6.7	-1.3	5.2	3.2	-2.3	3.9	-0.2	2.6	-16.9	-1.9
12	COc1ccc(CNC(=O)c2ccc(S(=O)(=O)N3CCCC3)cc2)cc1OC	-8.8	-0.3	-2.9	0.7	nt	-1.2	-0.7	2.9	-4.1	8.9
13	O=C(COC(=O)[C@@H]1CCCN1S(=O)(=O)c1ccc(Cl)cc1)NCC(F)(F)F	-38.1	3.7	1.9	0.4	nt	2.5	-0.6	-0.1	-9.7	4.0
14	COc1ccc(C(=O)CSc2nc(C)cc(C)n2)cc1[N+](=O)[O-]	1.6	1.8	-2.8	-4.7	-2.0	-4.0	1.0	1.1	-0.6	0.0
15	COc1ccc2nc(NC(=O)c3ccoc3C)sc2c1	53.7	0.0	25.2	-7.1	11.6	-2.8	-1.7	1.0	-10.0	-3.6
16	O=C(NC(=S)N(Cc1ccccc1)c1ccccn1)C1CCCCC1	-32.7	4.7	9.4	-12.6	8.2	-5.9	-1.8	-0.2	-19.1	4.2
17	COc1ccc(-c2noc(=O)[nH]2)cc1	-34.9	2.2	-3.6	-18.8	-3.1	2.5	-2.2	-3.1	-1.8	-1.0
18	O=C(Nc1cccc(-c2csc(Nc3ccc(Cl)cc3)n2)c1)c1cc([N+](=O)[O-])cc(C(F)(F)F)c1	126.9*	-0.2	-1.2	-10.9	-11.8	11.5	nt	0.2	-15.6	-2.1
19	COc1cccc(C(=O)Nc2nnc(SCC(=O)Nc3ccc(NC(C)=O)cc3)s2)c1	7.5	6.3	58.3	-22.9	-0.7	3.4	1.9	-0.8	-14.4	3.3
20	COC(=O)C1=C(C)Nc2c(c(=O)n(C)c(=O)n2C)C1c1cccnc1 (centres undefined)	11.4	-0.3	2.5	-33.6	nt	-2.9	-1.7	1.1	-11.1	-2.6
21	COc1cccc2cc(C(=O)NCCc3ccccc3)oc12	-0.1	-0.2	44.7	-1.8	8.8	-17.9	-3.4	-2.0	-7.5	1.7
22	Cc1cc(NC(=O)c2cc3ccccc3o2)ccc1NC(=O)c1ccccc1	48.9	3.0	18.9	7.4	1.7	-5.4	-0.7	0.4	-3.6	-0.1
23	COc1ccc(COC(=O)c2sc3nc4n(c(=O)c3c2C)CCC4)cc1	10.0	-6.5	5.9	16.2	-0.4	-22.8	-3.8	-0.3	-14.2	-1.3
24	O=C(/C=C/c1ccco1)OCn1nnc2ccccc2c1=O	-10.7	5.0	1.7	-14.2	-0.2	1.6	-5.0	-1.2	-8.0	-2.1
25	CC1CCCN(C(=O)Nc2cccc(NC(=O)N3CCCC(C)C3C)c2)C1C (centres undefined)	33.0	3.7	-2.5	-9.3	nt	4.9	3.9	-0.7	-17.0	2.8
26	COc1cccc(-c2coc3cc4oc(=O)c(CCC(=O)O)c(C)c4cc23)c1	2.5	5.6	0.3	-22.1	0.3	-48.2	1.7	6.4	-16.6	0.7
27	Cc1ccc(C(=O)Nc2nnc(-c3cccs3)s2)cc1C	-0.8	-4.7	87.8*	12.0	nt	1.0	-3.7	2.5	4.0	7.0
28	Cc1ccc(NC(=O)CS(=O)Cc2nc(-c3ccc(C)cc3)oc2C)cc1 (centres undefined)	8.5	3.1	nt	-9.5	2.3	-7.7	nt	3.3	1.5	10.6*
29	COc1ccccc1N1CCN(C(=O)CCc2nnc3ccc(N4CCC(C)CC4)nn23)CC1	10.4	-3.1	-23.3	-11.9	-1.6	-10.6	0.2	0.9	-4.5	1.5
30	COc1ccc(OC)c(NC(=O)C2CCCN2S(=O)(=O)c2cccc3nsnc23)c1 (centres undefined)	0.4	1.6	-13.2	3.0	2.9	-12.4	8.1	0.8	-11.6	0.3
31	Cc1ccccc1C(=O)c1cccn1CC(=O)NCC(C)c1ccccc1 (centres undefined)	-16.0	4.4	-1.8	-23.2	0.5	-9.5	1.1	1.4	-10.7	3.6
32	COc1ccc(CNS(=O)(=O)c2ccc(NC(=O)N3CCCCC3)cc2)cc1	-25.3	-0.6	-18.5	1.5	2.1	-0.1	0.9	-0.9	1.9	-0.2
33	COc1ccc(OCc2cc(C(=O)NC(C)Cc3cnccn3)no2)c(Cl)c1 (centres undefined)	9.4	-4.5	64.9	18.9	-1.1	-5.7	-2.3	-1.9	-3.0	2.2
34	Cc1cccc(CN2CCN(Cc3cnn(-c4ccccc4F)c3)CC2CCO)n1 (centres undefined)	nt	4.8	9.4	5.2	3.1	-7.1	2.6	-1.2	7.7	-0.6
35	NC(=O)C1CC(=O)N(Cc2ccc3c(c2)OCO3)C(=Nc2ccccc2)S1 (centres undefined)	-3.5	-5.0	-1.2	10.4	-3.3	-2.0	0.5	1.6	-5.6	7.8
36	C=CCn1nnnc1-c1cccc(Cl)c1	-4.3	-4.0	4.1	10.4	1.3	-11.1	1.3	0.0	-7.3	-1.4
37	Cc1ccc(CN2CCS(=O)(=O)CC2)o1	-13.5	4.5	-9.8	25.6	-1.0	-6.3	-0.8	-0.2	-11.6	2.9
38	COc1ccc(C=NNc2nc3ccccc3s2)cc1	13.5	-0.1	-7.6	0.3	-0.8	4.7	-1.0	-1.0	-1.8	-3.0
39	S=C(Nc1ccc(Br)cc1)NC1CCCCC1	5.4	5.7	29.9	0.6	7.2	-3.4	-2.5	-0.4	-9.6	-0.3
40	COc1ccc(N(CC(=O)N2CCN(c3ccccc3F)CC2)S(=O)(=O)c2ccc(C)cc2)cc1	-15.3	-4.7	7.0	11.4	-1.4	-12.5	0.8	-0.6	-4.8	-5.2
41	O=C(Nc1cccc(C(=O)Nc2ccc(Cl)cn2)c1)c1ccccc1	58.8	-3.4	22.3	12.5	2.3	-14.1	0.5	0.0	-12.3	0.3
42	CN(Cc1ccc(OC(F)F)cc1)C(=O)c1ccccc1Sc1ccccc1C#N	85.2*	3.2	0.1	14.7	-11.4	-13.0	0.3	-2.0	-3.7	4.5
43	CCN(Cc1ccccc1)S(=O)(=O)c1cc(C(=O)O)ccc1OC	4.2	-1.1	0.9	18.4	-0.4	5.1	0.8	0.6	1.8	1.5
44	Cc1ccccc1OCC(=O)N/N=C/c1cccn1C	8.0	-0.3	0.3	-0.3	nt	-9.2	4.9	-0.1	7.7	-8.1
45	CCOc1ccc(-c2cc(C(=O)NN=C3CCN(C)CC3)[nH]n2)cc1	2.3	-1.7	-1.5	3.8	28.4	-0.5	0.5	-0.4	-19.6	-0.7
46	CC(C)NC(=O)CSc1nnc(-c2ccco2)n1N	-12.7	2.4	10.0	19.2	nt	-0.2	0.0	-0.8	1.6	-0.7
47	CC(=O)c1cccc(NC(=O)c2csc(-n3nc(C)cc3C(F)(F)F)n2)c1	1.2	-2.5	8.1	6.1	nt	-3.9	125.5*	-11.1	-14.0	0.9
48	O=C(NCC(=O)N(CCN1CCOCC1)C(C(=O)NC1CCCC1)c1cccs1)c1ccco1 (centres undefined)	-38.0	1.5	nt	-27.8	nt	-0.7	-1.8	-0.6	-11.3	-1.9
49	CCC(Sc1nc(C)cc(=O)[nH]1)C(=O)Nc1nc(-c2ccccc2)cs1 (centres undefined)	-8.1	-1.1	-8.5	-25.2	4.1	-5.7	10.1	-0.9	-3.1	9.5
50	Cc1ccccc1N(C(=O)Cc1c[nH]c2ccccc12)C(C(=O)NC1CCCCC1)c1ccco1 (centres undefined)	-1.5	8.8	-10.5	-30.4	-22.0	-0.1	16.7	-0.2	5.8	-0.1

New compounds follow:
#	Structure	SR-BI HDL uptake	HTR5A ag ctr	MITF act	HTR5A inv ag	Wnt act	dFosB activator	NSD2 inh	CDK5 inh	PvdQ acylase	V-ATPase pHluor
51	COc1ccc(NC(=S)N2C3CCC2CC(NC(=O)NC24CC5CC(CC(C5)C2)C4)C3)c(OC)c1 (centres undefined)	51.0	2.4	-0.8	8.1	0.5	4.8	-0.4	0.8	-7.0	-0.3
52	S=C(NC1CCCCC1)N1CCCCC1	-2.4	-0.3	0.7	-20.6	0.9	7.0	14.5	-0.4	2.8	-2.2
53	O=C(CCS(=O)(=O)Cc1ccccc1F)NCCc1ccc(Cl)cc1	30.5	1.9	-8.1	-7.0	-1.9	-5.7	-2.8	-0.7	-4.1	1.6
54	O=C(NC1CCCCC1)N1CCC(c2nc(-c3ccc(S(=O)(=O)N4CCCC4)cc3)no2)CC1	36.9	-3.9	-6.4	15.5	-3.9	5.8	-0.2	-1.4	3.2	0.5
55	CCOc1ccc(Br)cc1S(=O)(=O)Nc1ccc(Cl)c(S(=O)(=O)N(C)C)c1	5.0	0.8	3.4	4.7	nt	-2.5	2.8	0.6	-11.3	-4.8
56	Cc1cc(C(=O)CSc2nc(N)cc(N)n2)c(C)n1C1CC1	47.9	-2.8	-3.6	7.8	-0.4	-7.3	5.3	4.4	3.2	2.0
57	CCCCC(C(=O)O)C(C)CC(=O)NNC(=O)c1ccco1 (centres undefined)	10.3	6.7	-3.8	-18.0	0.0	-0.2	-2.7	1.1	9.3	-2.0
58	CC(NC(=O)COc1ccccc1)C(=O)NCc1ccccc1Cl (centres undefined)	-6.6	-4.8	-0.9	7.6	-2.5	-2.6	1.4	-0.9	-6.4	-1.4
59	Cc1cccc(-n2cc(C(=O)O)c(=O)cc2C)c1	-15.4	-2.2	-16.6	6.0	-2.3	1.5	0.6	-1.4	-14.1	0.7
